CFTR F508del cor: F508del CFTR correction, initial screen, CFBE line, single point; CFBE cells, YFP halide quenching; stimulated with forskolin plus potentiator P3; % fluorescence drop versus neutral controls; activity (quench increase), % at 7.58 µM; 350,000 tested, 0.36% active;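 active = mean added fluorescence quench of at least 8% versus neutral control, with both replicates also reaching 8%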;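 also: cells transiently co-express mutant CFTR-F508del with the halide-sensitive YFP; corrector assay measuring rescue of mutant channel to the surface after 24 h compound exposure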
Xi reactivation: activators of inactive X chromosome reactivation, primary screen, imaging, XiGFP fibroblasts, GFP high-content imaging, set 2. AID 743238, 2013. XiGFP mouse fibroblasts, % GFP-positive cells imaging, 3 d; cells co-treated with 5-aza-dC sensitizer; scaled so ellipticine positive control = 100%. 360,000 tested, 0.055% active. activation, % at 7.58 µM;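 active = mean normalized replicate activation at least 10% and every replicate at or above 10%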;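 also: 0% = median of on-plate neutral control wells and 100% = ellipticine 6 µM median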
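System: 68-5-11 XiGFP fibroblast line; Timing: 3 days compound exposure; Compound dosing: one concentration, pinned; Benchmarks: positive control ellipticine, 6 µM final; Buffer or medium: DMEM containing 5-aza-dC.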
esBAF inh: Bmi1 luciferase reporter increase in mESCs, primary screen, esBAF inhibitor project, mouse ES cells, Bmi1 luciferase knock-in, single point. 24 h; 100% = twice the neutral-well signal. reporter increase, % at 12.5 µM. 350,000 tested, 2% active; in the data active = activation above about 40%;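 also: 0% = median of the plate's neutral control wells and 100% = double that signal; a rise in the Bmi1 reporter signal indicates esBAF inhibition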
RAD54 branch: inhibitors of human RAD54 branch migration, primary screen, biochemical, fluorescence, single point; AID 602329, 2012; inhibition, % at 10.4 µM; DNA repair and recombination protein RAD54-like (Homo sapiens), Q92698; 360,000 tested, 0.14% active; RAD54 Holliday junction branch migration, FAM/BHQ fluorescence;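 active = mean normalized replicate activity at least 40 and at least half of replicates scoring 40 or more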;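 also: 0% = median of neutral control wells and 100% = median of positive control wells; inhibitors cause a drop in the FAM fluorescence signal; in these data hits start at about 50%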
Target sequence (Q92698 whole entry, looked up): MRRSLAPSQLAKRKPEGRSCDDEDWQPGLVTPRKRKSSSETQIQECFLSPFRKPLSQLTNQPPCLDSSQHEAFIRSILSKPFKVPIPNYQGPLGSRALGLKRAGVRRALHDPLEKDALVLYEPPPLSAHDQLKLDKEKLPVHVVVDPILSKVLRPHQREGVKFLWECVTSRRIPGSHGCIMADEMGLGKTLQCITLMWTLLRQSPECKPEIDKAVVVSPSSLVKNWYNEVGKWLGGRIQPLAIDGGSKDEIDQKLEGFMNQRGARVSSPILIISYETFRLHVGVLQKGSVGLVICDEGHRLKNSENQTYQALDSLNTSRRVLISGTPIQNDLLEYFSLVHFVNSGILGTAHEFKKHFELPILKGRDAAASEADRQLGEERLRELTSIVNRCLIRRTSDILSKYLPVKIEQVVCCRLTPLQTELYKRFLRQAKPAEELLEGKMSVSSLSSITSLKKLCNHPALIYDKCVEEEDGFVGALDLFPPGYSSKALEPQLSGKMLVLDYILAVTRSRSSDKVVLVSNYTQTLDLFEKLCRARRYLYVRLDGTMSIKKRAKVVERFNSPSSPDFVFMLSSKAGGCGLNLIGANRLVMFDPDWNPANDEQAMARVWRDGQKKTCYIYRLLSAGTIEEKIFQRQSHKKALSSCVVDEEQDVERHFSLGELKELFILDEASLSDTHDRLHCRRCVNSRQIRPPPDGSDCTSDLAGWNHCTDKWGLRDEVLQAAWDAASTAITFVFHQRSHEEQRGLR
ARNT TACC3 PPI: disruptors of ARNT/TACC3 protein interaction, primary screen, biochemical, AlphaScreen, single concentration. Transforming acidic coiled-coil-containing protein 3 (Homo sapiens), Q9Y6A5. AlphaScreen His-ARNT PAS-B/GST-TACC3 binding, luminescence; TACC3 fragment carries E629A point mutation. inhibition, % at 9.99 µM. 390,000 tested, 0.66% active;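 active = mean inhibition of replicates at least 50% and at least half of replicates each reaching 50%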;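 also: 0% = complete ARNT plus TACC3 wells and 100% = ARNT alone without TACC3; many hits fall short of the cut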
RAD52 anneal inh: RAD52 DNA annealing inhibitors, primary screen, biochemical, FRET, single point, set 2. DNA repair protein RAD52 homolog (Homo sapiens), P43351. inhibition, % at 18.7 µM. 360,000 tested, 0.46% active. recombinant RAD52 DNA annealing, FRET fluorescence. AID 651710, 2012;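 active = every replicate showing at least 50% inhibition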
ERAP1 HTS inh: human ERAP1 aminopeptidase inhibitors, primary screen, biochemical, single point, plate reader; AID 652197, 2013; 340,000 tested, 0.15% active; Endoplasmic reticulum aminopeptidase 1 (Homo sapiens), Q9NZ08; recombinant ERAP1, Leu-AMC fluorescence, 60 min; inhibition, % at 10.7 µM;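 active = mean replicate inhibition of at least 30%, or all replicates individually reaching that 30% level; inactive = mean below 30% and not every replicate reaching it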;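 also: 0% = neutral control wells and 100% = L-leucinethiol positive control wells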
INS-1E GSIS act: GLuc luminescence reporter in INS-1E cells, primary screen for activators of glucose-dependent secretion of insulin. 370,000 tested, 0.61% active. activation, % at 16.6 µM. INS-1E GLuc reporter insulin secretion, 2-3 h;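 active = lowest replicate activation of at least 40%, so every replicate reaches that level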;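 also: 0% = median of neutral control wells and 100% = median of IBMX positive control wells; some compounds called inactive have numbers as strong as hits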
Numbers without * were called inactive; / = not tested or not shown; & = joins results of further samples. The order is random; 3.3% or so of the library scored in one or more.

SMILES	CFTR F508del cor	Xi reactivation	esBAF inh	RAD54 branch	ARNT TACC3 PPI	RAD52 anneal inh	ERAP1 HTS inh	INS-1E GSIS act
Cc1ccccc1SC1CCN(C(=O)C2CCC(=O)N(C3CC3)C2)CC1 (stereo not given)	4.1	0.2	3	1	0	-10	0	21
CC1CCN(CCCNC(=O)C2CCC(CNS(=O)(=O)c3ccccc3)CC2)CC1 (stereo not given)	-1.7	0.3	1	13	20	-6	-1	-2
CC(C)NC(=O)N1CCCCN2[C@@H](CO)[C@@H](c3ccc(C#C[C@@H](C)O)cc3)[C@@H]2C1	-3.2	0.0	/	-1	-13	/	/	9
CSc1ccccc1NC(=O)CO/N=C(\C)c1cc2ccccc2o1	/	-0.1	/	4	-3	-8	8	-8
Cc1ccc(NC(=O)COC(=O)COc2cccc3c2OC(C)(C)C3)cc1C	1.3	0.0	2	-17	/	-14	-5	1
N/C(=N/O)c1cccn1Cc1ccccc1[N+](=O)[O-]	-1.5	0.1	0	-8	5	-16	1	-8
Cc1c(NC(=O)c2ccc(Cl)c([N+](=O)[O-])c2)cccc1-n1cnnn1	2.7	-0.1	1	-4	12	-17	1	-1
CC(C)(C)C(C(=O)NC1CCCC1)N1CCN(c2ncccc2C#N)CC1 (stereo not given)	-0.6	-0.1	/	/	/	-184	/	-3
CCCc1cc(C(=O)OCC(=O)N(CCC)c2c(N)n(Cc3ccccc3)c(=O)[nH]c2=O)sc1C	2.8	0.2	/	/	-1	-21	-4	-1
Cc1ccc(S(=O)(=O)N[C@@H]2CC[C@@H](CCn3cc(C4CC4)nn3)O[C@@H]2CO)cc1	-1.2	0.0	-1	-2	5	-6	0	-4
C[C@H]1CN([C@@H](C)CO)C(=O)c2cccc(NC(=O)C3CCOCC3)c2O[C@@H]1CN(C)S(=O)(=O)c1cccs1	2.8	-0.2	2	-5	-5	-5	6	-9
COc1ccccc1C(=O)NC(=O)COC(=O)CNC(=O)c1ccccc1	3.3	0.0	-9	1	/	10	0	-5
COc1cc2c(cc1OC)C(=NO)CCCC2	/	0.0	-4	-1	/	-5	-10	/
C[C@@H]1CN([C@@H](C)CO)C(=O)Cc2cc(NC(=O)Cc3cn(C)c4ccccc34)ccc2O[C@H]1CN(C)C(=O)NC1CCCCC1	-1.0	0.1	2	7	8	-12	0	-11
O=C(O)c1ccccc1SSc1ccccc1C(=O)O	-0.7	0.0	10	-8	6	-5	-5	3
CCOC(=O)CSc1nnc(CNC(=O)c2ccc(OC)cc2OC)n1-c1ccc(OC)cc1	/	/	-2	-5	-3	/	/	1
COc1cccc(-c2ccc([C@@H]3[C@@H](CO)N4CCCCN(S(=O)(=O)c5cccs5)C[C@H]34)cc2)c1	1.4	-0.1	-3	1	-1	-46	-2	-24
CCOc1ccccc1N1CCN(CC(O)COc2ccc3c(C)cc(=O)oc3c2)CC1 (stereo not given)	0.2	/	-3	17	0	-10	-6	-9
COc1ccc(OC)c2[nH]c(=O)c(CCNS(=O)(=O)c3ccc(F)cc3)cc12	0.6	0.7	-6	1	/	-14	7	-6
COc1ccc(CN(C(=O)c2ccc(C)cc2)C2CCS(=O)(=O)C2)cc1 (stereo not given)	-0.3	-0.1	4	10	-5	-7	1	3
C[C@H](CO)N1C[C@H](C)[C@H](CN(C)CC2CC2)Oc2cc(-c3cccc(F)c3)ccc2S1(=O)=O	-1.1	-0.4	-1	9	8	-1	-2	-8
COc1ccc(CN(C)C[C@H]2Oc3ccc(NC(=O)CCN4CCOCC4)cc3CC(=O)N([C@H](C)CO)C[C@@H]2C)cc1	0.0	-0.1	/	/	/	6	0	5
CC(NC(=O)CN(c1ccccc1F)S(C)(=O)=O)c1ccccc1 (stereo not given)	-4.8	0.0	4	5	2	4	-1	/
O=C1NC2c3c(Cl)sc(Cl)c3C(=O)C2O1 (stereo not given)	-7.0	1.0	6	/	5	-42	1	/
CCC(C(=O)N1CCN(Cc2ccc3c(c2)OCO3)CC1)n1nnc2ccccc2c1=O (stereo not given)	1.6	0.0	/	/	/	-9	7	-3
N/C(=N\OC(=O)Cc1cccs1)c1ccc([N+](=O)[O-])cc1	/	0.0	26	2	-7	/	/	-10
O=C1c2cccc(OCC(=O)N3CCCc4ccccc43)c2CCN1Cc1ccc(F)cc1	/	0.1	/	/	-12	-4	0	-34
CCC1C(=O)NCCN1C(=O)c1ccc2nc(Cc3ccc(OC)cc3)oc2c1 (stereo not given)	-1.7	0.2	1	6	-4	-14	2	-3
c1ccc(C(=NNc2nc3ccccc3s2)c2ccccn2)cc1	7.2	1.5	/	/	28	-71	-2	32
CCCNC(=O)Nc1ccc2c(c1)C(=O)N(C)[C@H]1CC[C@H](CC(=O)O)O[C@H]1CO2	1.7	0.2	-7	-12	-32	/	/	3
NC(=O)CC(NC(=O)c1ccccc1)c1ccc(NC2CCN(Cc3ccccc3)CC2)c([N+](=O)[O-])c1 (stereo not given)	-0.6	0.1	6	-15	-2	-5	-5	-8
COc1cc(NC(=O)c2cc(OC)c(OC)c(OC)c2)c2ncccc2c1	1.2	0.0	-4	2	-8	-13	3	21
COc1cccc2sc(NNC(=O)C3=COCCO3)nc12	2.4	0.0	46*	-3	-2	-4	0	-6
Cc1cccc(NC(=O)c2cc(S(=O)(=O)N3CCCCC3)c[nH]2)c1C	1.3	0.2	0	11	-12	-6	-1	-13
CC(C)(C)CC(=O)Nc1ccccc1N1CCN(c2ccc(F)cc2)CC1	-2.7	0.2	-5	2	5	-3	-1	2
CN1CCN(S(=O)(=O)c2ccc(NN)nc2)CC1	2.8	0.0	-7	-9	5	7	-1	22
O=C(C[C@@H]1CC[C@@H]2[C@H](COC[C@H](O)CN2Cc2cccc(Cl)c2)O1)NCC1CCCCC1	1.4	0.4	24	7	-2	-5	0	-12
CC(C)Cn1c(-c2cccnc2)nc2c1c(=O)[nH]c(=O)n2CC(C)C	-2.4	0.0	-1	15	-3	-6	1	12
CN1C(=O)/C(=C/c2ccccc2F)Sc2ccc(C(=O)NCC3CCCO3)cc21 (stereo not given)	-2.8	0.1	-1	-2	36	2	2	0
O=C(Nc1ccc(Cl)cn1)Nc1ccc(Cl)cn1	-2.0	0.3	/	/	-8	-16	2	-3

Three of the compounds above, bar-delimited.
SMILES | CFTR F508del cor | Xi reactivation | esBAF inh | RAD54 branch | ARNT TACC3 PPI | RAD52 anneal inh | ERAP1 HTS inh | INS-1E GSIS act
CC(C)Cn1c(-c2cccnc2)nc2c1c(=O)[nH]c(=O)n2CC(C)C | -2.4 | 0.0 | -1 | 15 | -3 | -6 | 1 | 12
CN1C(=O)/C(=C/c2ccccc2F)Sc2ccc(C(=O)NCC3CCCO3)cc21 (stereo not given) | -2.8 | 0.1 | -1 | -2 | 36 | 2 | 2 | 0
O=C(Nc1ccc(Cl)cn1)Nc1ccc(Cl)cn1 | -2.0 | 0.3 | / | / | -8 | -16 | 2 | -3

More structures
SMILES	CFTR F508del cor	Xi reactivation	esBAF inh	RAD54 branch	ARNT TACC3 PPI	RAD52 anneal inh	ERAP1 HTS inh	INS-1E GSIS act
Cc1cc(C)nc(NC(=O)CCN2C(=O)c3ccccc3S2(=O)=O)n1	-2.9	0.2	-15	-1	2	-7	0	23
CC(NC(=O)CN1CCCC1)c1ccccc1 (stereo not given)	6.6	-0.1	4	-3	-1	-16	1	-5
CCCn1nc(NC(=O)C(C)(C)C)c2cc3cc(OC)ccc3nc21	-2.0	0.1	-6	-7	-23	-4	-6	15
Cc1ccc(-c2csc(N/N=C/c3ccco3)n2)c(C)c1	/	0.7	69*	-7	-3	/	/	-21
C[C@H](CO)N1C[C@H](C)[C@H](CN(C)S(=O)(=O)c2cccc(F)c2)Oc2ncc(C#Cc3ccc(C(F)(F)F)cc3)cc2C1=O	0.9	0.0	0	-5	4	-2	1	-7
CCCNC(=O)c1ccc(S(=O)(=O)c2ccc(OC)cc2)c([N+](=O)[O-])c1	-11	0.2	25	-4	-13	-9	3	-5
CN(C)C(=O)c1ccc(-c2ccc(C3[C@@H]4CN(C(=O)C5CC5)C[C@H]3N4)cc2)cc1 (stereo not given in full)	2.5&-1.2	0.0&0.0	/	/	/	9&12	-6&-6	3&5
CCN(CC)CCCn1c2c(c(SCC(=O)Nc3ccc(OC(F)(F)F)cc3)nc1=O)CCC2	-0.7	0.0	2	-7	0	1	7	-17
Cc1noc(C)c1S(=O)(=O)Nc1ccc2c(c1)C(=O)N([C@@H](C)CO)C[C@@H](C)[C@@H](CN(C)C(=O)NC1CCCCC1)OCCCC[C@H](C)O2	1.2	-0.7	2	6	-6	-37	1	-12
Cc1ccc(Nc2nc3ccccc3n3cnnc23)c(Cl)c1	-0.3	-0.1	10	-16	12	-11	3	-1
Cc1ccc2c(c1)nc1c3ccccc3nc(-c3ccccc3N)n21	-1.0	0.3	10	2	/	-18	4	9
COc1ccc(OC)c(C(C(=O)NC2CCCCC2)N(Cc2ccco2)C(=O)c2ccccn2)c1 (stereo not given)	-0.6	0.3	-9	-6	-3	-7	0	-4
COc1ccc2c3c(n(C)c2c1)[C@H](CO)N(S(C)(=O)=O)CC31CCN(Cc2nccs2)CC1	2.8	0.0	/	/	/	0	-3	23
CCCN(C)C[C@H]1Oc2cc(C#CCC3CCCC3)ccc2S(=O)(=O)N([C@H](C)CO)C[C@@H]1C	-0.7	/	0	-3	24	26	-1	/
COc1ccccc1CNCC(=O)Nc1ccc(N2CCOCC2)cc1	/	0.0	4	3	-1	/	/	-1
COC(=O)c1ccccc1N(C)S(=O)(=O)c1cc2c(cc1C)OCC(=O)N2	/	0.0	/	/	9	2	-7	5
C[C@@H]1CN([C@H](C)CO)S(=O)(=O)c2ccc(C#CC3CC3)cc2O[C@@H]1CN(C)CC1CC1	-1.2	0.1	11	-3	3	15	3	5
O=C1CSC(=Nc2ccccc2)N1Cc1ccccc1	-0.6	0.0	0	/	-31	1	1	13
C[C@H](O)[C@@H]1C(=O)N2CCc3c([nH]c4c(-c5ccccc5)cccc34)[C@@H]2C[C@@H]1N(C)C(=S)NCCc1ccccc1	-0.9	-0.1	/	/	/	-8	0	22
Cc1cccc(C(=O)c2cn[nH]c2-c2ccc(C)cc2O)c1	1.8	0.0	-2	-11	-2	-12	-1	1
COc1ccc(N2C(=O)CSC2c2ccccc2[N+](=O)[O-])cc1 (stereo not given)	0.8	0.0	/	/	-4	-5	-1	39
Cc1ccc2oc(=O)c3cnn(CC(=O)NC4CCN(Cc5ccccc5)CC4)c3c2c1	-2.2	0.1	-6	-4	0	-11	-1	-5
COCCn1nnnc1SCC(=O)NCc1ccc2c(c1)OCO2	-1.4	0.2	4	-9	-2	-16	-5	7
COC(=O)c1ccccc1S(=O)(=O)N1CCn2cccc2C1C (stereo not given)	-3.7	0.2	-9	4	-17	-32	-1	4
O=C(Nc1ccccc1F)C1CCCC1	-0.8	0.0	/	-10	-1	-7	3	/
C[C@@H]1CN([C@@H](C)CO)C(=O)c2cc(-c3ccncc3)cnc2O[C@@H]1CN(C)C(=O)c1ccncc1	-0.2	-0.8	-6	2	-1	3	1	12
CCOC(=O)c1ccc2nc(NC(C)=O)sc2c1	-0.8	0.0	47*	/	-1	-13	-4	31

Bioassay records: PubChem, Broad Institute
